Compound activity (PubChem)
N-glyco inh: increase of ERlucT glycosylation luciferase signal, primary screen, N-linked glycosylation inhibitor project, D54 ERlucT cells, luminescence, set 2 | D54 ERlucT glycosylation luciferase reporter, 24 h; percent of 100 nM tunicamycin response | reporter increase, % at 12.5 µM | 0.23% of 360,000 active | AID 588692, 2011;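 active = mean luciferase reporter signal, scaled so untreated is 0 and the glycosylation-blocking control 100, at or above a set limit in every replicate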;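 also: luciferase carries N-glycosylation sites so blocking glycosylation raises the light; 0% = median of neutral control wells and 100% = median of 100 nM tunicamycin wells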
hiPSC survival: enhancers of single-cell hiPSC survival, primary screen, ATPlite luminescence. 100% = ROCK inhibitor wells, 0% = DMSO. survival enhancement, % at 20 µM. 0.044% of 360,000 active. AID 602274, 2012; in the data active = survival enhancement above about 18%;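 also: cells exposed to compounds for 16 hours before the ATP read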
Vif imaging: HIV Vif self-association inhibitors, primary screen, imaging, HEK293T, single point; HEK293T cells, Vif self-association by quenched fluorescence, 24 h; 0.35% of 340,000 active; inhibition, % at 7.49 µM; in the data active = inhibition above about 50%, passing the limit was not always enough; also: some results filed as inactive read as strong as hits
ABCB6 inh 2: ABCB6 transporter inhibitors, primary screen, K562-ABCB6 cells, flow cytometry, MLPCN library; ATP-binding cassette sub-family B member 6 (Homo sapiens), Q9NP58; K562-ABCB6 porphyrin accumulation, 1 h; hits give low values; fluorescence ratio to DMSO, % at 10 µM; 0.19% of 360,000 active; AID 602162, 2011;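 active = fluorescence ratio to DMSO below 75%, the collection mean minus 3 SD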;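 also: signal is porphyrin accumulated inside mitochondria; 100% equals median channel fluorescence of DMSO control wells; lower ratio means ABCB6 inhibition with less porphyrin fluorescence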
Exocytosis inh: LAMP-1 surface exposure blockers, TALL-104 cells – cell-based, flow cytometry, MLPCN library, primary screen | AID 651702, 2012 | inhibition, % at 10 µM | 0.66% of 360,000 active | TALL-104 LAMP-1 surface exposure; cells stimulated with thapsigargin and PMA;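 active = inhibition above about 55%, limit read from the data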
Cardio protect: cardioprotection against H2O2-induced cell death, primary screen, uHTS, H9c2 cells, ATPLite luminescence; AID 588492, 2011; H9c2 cardiomyocytes, H2O2 injury protection, 2 h; protection from H2O2 cell death, % at 20 µM; 0.63% of 360,000 active;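 active = compounds giving at least 50% protection of heart cells from peroxide-induced death in the single-dose screen, raw or plate-pattern-corrected value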;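 also: 0% = DMSO wells with peroxide and 100% = DMSO wells without peroxide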
aDG glyco up: activators of alpha-DG glycosylation, primary screen, uHTS, Pro5-aDG cells, AlphaScreen; activation, % at 10 µM; alpha-DG glycosylation AlphaScreen (IIH6); 0% Pro5, 100% B10-LARGE cell signal; 0.22% of 360,000 active;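 active = activation of at least 8% versus controls, or a plate z-score of at least 8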;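 also: Pro5 are CHO cells carrying HIG-tagged alpha-DG that lacks glycosylation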
m5-HT2A agonist: mouse Htr2a agonists via beta-arrestin recruitment, primary screen, cell-based, luminescence | 5-hydroxytryptamine receptor 2A (Mus musculus), P35363 | CHO-K1 mHTR2A beta-arrestin complementation; percent of 30 µM serotonin response | activation, % at 7.6 µM | 0.66% of 360,000 active;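 active = activation above a run cutoff, the mean activation of all tested compounds plus 3 SD, cut at about 14% in these data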;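 also: 0% = plate median of compound wells and 100% = 30 µM serotonin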
Target sequence (P35363 whole entry, looked up): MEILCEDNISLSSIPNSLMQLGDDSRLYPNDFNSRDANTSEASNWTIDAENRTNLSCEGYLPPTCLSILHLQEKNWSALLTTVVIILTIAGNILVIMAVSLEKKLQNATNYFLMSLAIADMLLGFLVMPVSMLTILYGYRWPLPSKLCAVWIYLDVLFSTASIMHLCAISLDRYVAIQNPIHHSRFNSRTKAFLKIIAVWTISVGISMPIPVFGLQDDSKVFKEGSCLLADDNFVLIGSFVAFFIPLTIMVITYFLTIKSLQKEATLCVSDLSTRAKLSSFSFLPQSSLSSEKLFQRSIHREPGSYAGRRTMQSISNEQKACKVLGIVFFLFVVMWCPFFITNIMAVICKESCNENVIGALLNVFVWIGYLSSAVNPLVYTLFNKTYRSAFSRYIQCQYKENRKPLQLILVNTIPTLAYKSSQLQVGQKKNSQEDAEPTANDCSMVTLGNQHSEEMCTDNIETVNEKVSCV
CaV13 FRET inh: Primary screen for inhibitors of IQ motif and Ca2+-dependent inactivation inhibitor domain binding in CACNA1D, Förster resonance energy transfer in living cells, …. AID 743397. inhibition, % at 12.3 µM. 0.098% of 340,000 active. HEK cells, CFP/YFP FRET ICDI-IQ, plate reader, 10 min; percent FRET-ratio fall versus neutral wells;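 active = mean replicate inhibition of at least 30% and at least 1% of replicates passing that level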;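 also: 0% = median of the neutral control wells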
PDI inh: inhibitors of human PDI, primary screen, biochemical, turbidity, single point, plate reader; PDI insulin aggregation turbidity, A650, 90 min; inhibition, % at 10 µM; 0.052% of 350,000 active; AID 588391, 2011;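 active = mean inhibition across replicates of 30% or more, whatever share of single replicates reach that level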;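 also: absorbance from insulin aggregation driven by PDI reduction with DTT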
Target sequence (P07237 whole entry, looked up): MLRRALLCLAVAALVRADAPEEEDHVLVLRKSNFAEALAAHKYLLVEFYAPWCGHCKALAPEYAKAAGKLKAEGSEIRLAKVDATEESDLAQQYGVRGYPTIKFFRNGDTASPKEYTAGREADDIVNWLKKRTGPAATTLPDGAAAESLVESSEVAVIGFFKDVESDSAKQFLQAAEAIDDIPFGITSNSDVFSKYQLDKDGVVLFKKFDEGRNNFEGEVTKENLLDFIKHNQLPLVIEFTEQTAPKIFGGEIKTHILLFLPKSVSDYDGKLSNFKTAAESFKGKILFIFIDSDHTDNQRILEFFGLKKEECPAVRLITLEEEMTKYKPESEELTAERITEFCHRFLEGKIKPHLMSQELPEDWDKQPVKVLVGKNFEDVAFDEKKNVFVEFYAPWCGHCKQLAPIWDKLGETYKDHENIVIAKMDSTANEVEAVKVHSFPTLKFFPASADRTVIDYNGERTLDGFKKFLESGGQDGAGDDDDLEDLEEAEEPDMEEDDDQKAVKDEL
* hit, by the source's call; . = not tested or not shown.

SMILES	N-glyco inh	hiPSC survival	Vif imaging	ABCB6 inh 2	Exocytosis inh	Cardio protect	aDG glyco up	m5-HT2A agonist	CaV13 FRET inh	PDI inh
O=C(C[C@@H]1C/C=C/CC[C@@H](Cc2ccc(F)cc2)C(=O)O[C@@H](c2ccccc2)CNC1=O)NCCO	4	-1.3	-4	91	-9	59*	0.0	4	-3	-5
O=C(COCc1cc(-c2ccc3c(c2)OCO3)on1)Nc1cccnc1	0	-0.6	-1	102	-2	-5	0.4	3	-3	2
O=C(CN1C(=O)CCC1=O)Nc1nc(-c2ccc3ccccc3c2)cs1	1	-3.2	-10	95	10	-4	0.2	12	-5	7
Cc1nn(CC(=O)NC2CCS(=O)(=O)C2)c(C)c1[N+](=O)[O-] (configuration not stated)	3	-2.4	-10	106	3	9	0.0	-2	-6	4
Cc1cccc(NC(=O)CN2C(=O)S/C(=C\c3ccc(O)c([N+](=O)[O-])c3)C2=O)c1	-1	-0.1	2	103	-2	-1	0.2	-1	3	-1
COc1ccc(-c2csc(NC(=O)CSc3nc(SC)ns3)n2)cc1	-2	1.6	-3	93	7	-22	-0.2	-3	5	-5
N#Cc1c(NC(=O)C2C3C=CC(C3)C2C(=O)O)sc2c1CCCCC2 (configuration not stated)	-1	2.5	-9	94	1	4	-0.1	2	-4	-3
CCOC(=O)c1nnn(CC(=O)N2N=C(c3ccc(Cl)cc3)CC2c2ccccc2)c1C(=O)OCC (configuration not stated)	1	-2.1	-1	96	-10	-3	0.6	-5	-4	-4
O=S(=O)(Nc1cccc(S(=O)(=O)N2CCOCC2)c1)c1cccs1	2	-0.5	20	101	10	4	0.0	-9	-6	-14
CCOC(=O)N1CCC(NC(=O)C2CCN(S(=O)(=O)c3cccs3)CC2)CC1	1	0.7	-3	95	-2	1	-0.1	1	-5	0
CC(=O)Nc1ccc(S(=O)(=O)NCC(=O)OCC(=O)NC(=O)c2cccn2C)cc1	1	-0.6	-2	96	-3	4	-0.2	-6	-5	9
C/C(=N/NC(=O)c1ccc(Br)o1)c1cccc(NC(=O)c2ccc(C)o2)c1	0	-0.1	3	86	9	18	0.5	-5	-3	3
Cc1ccc(-c2nc3c4ccccc4ccn3c2Cc2ccsc2)cc1	2	-1.1	.	97	1	-1	-0.3	-6	-5	.
COc1ccc(-c2c(N)nnc3c2[nH]c2ccccc23)cc1OC	-1	0.1	-3	93	0	1	0.3	-4	-1	-11
CC1(C)NC(=O)N(CC(O)COc2ccccc2[N+](=O)[O-])C1=O (configuration not stated)	1	-0.4	5	90	2	-7	-0.2	-2	-3	6
COCc1cc(C)nc2sc(C(=O)Nc3ccccc3C)c(N)c12	0	-0.5	1	95	12	0	0.1	-2	-2	13
C[C@]12c3[nH]c4ccccc4c3CCN1C(=O)C(CC(=O)NCCN1CCOCC1)C[C@@H]2C(=O)N1CCOCC1 (some centres not stated)	-1	-0.6	.	98	-3	3	0.0	2	-3	-2
CN(C(=O)COC(=O)c1ccccc1OCc1ccc(Cl)cc1)c1c(N)n(Cc2ccccc2)c(=O)[nH]c1=O	-1	-0.5	-2	97	-8	2	0.2	-3	-6	-1
COc1cccc(NC(=O)COC(=O)COc2ccccc2[N+](=O)[O-])c1	1	-0.9	-10	101	0	11	-0.2	4	-15	-10
CN=C(NC#N)SCC(=O)c1ccc(Cl)cc1Cl	-2	-1.7	-8	101	0	-10	-0.1	-4	-8	-3
O=C(NCC1CC1)c1ccc(-n2ccnc2)c2ccoc12	0	-0.5	1	97	-2	4	-0.1	7	-7	3
CSc1ncc(CN2CCN(CC=C(C)C)C(CCO)C2)cn1 (configuration not stated)	2	-2.0	5	100	-1	-2	0.0	1	-1	-1
CCCCCC(=O)Nc1ccc(N2CCN(C(=O)CCC)CC2)cc1	-2	-1.6	-4	99	0	-12	0.7	2	-1	-8
Cc1nc(C(N)=O)c(N)n1CCc1ccccc1	0	-0.1	-1	98	19	1	0.0	-4	-2	-2
COc1nc(-c2ccccc2)ncc1S(=O)(=O)c1ccccc1	-1	1.9	-16	93	-1	-9	0.2	-4	7	0
Cn1c(-c2ccc3ccccc3n2)nc2cnccc21	2	-2.6	4	95	2	-15	0.4	-4	-6	3
COc1ccc(-c2csc(NC(=O)CSc3nc4ccccc4c(=O)[nH]3)n2)cc1	1	-0.1	5	95	8	-1	-0.2	11	-4	-1
CC(C)OC(=O)NCCOC(=O)Nc1ccc(Cl)cc1	1	-1.4	-13	100	0	-17	0.6	1	10	2
CCOc1ccc(/C=N/NC(=O)c2[nH]c3ccc(C)cc3c2C)cc1	0	-0.3	0	99	-3	-6	0.0	-3	-6	-1
O=C(NCc1ccccc1CN1CCCCC1)c1ccc(Cl)cc1N1CCCC1=O	0	-0.6	.	102	9	12	0.0	2	-2	-8

Quoted at random: 3 compounds from above
SMILES	N-glyco inh	hiPSC survival	Vif imaging	ABCB6 inh 2	Exocytosis inh	Cardio protect	aDG glyco up	m5-HT2A agonist	CaV13 FRET inh	PDI inh
O=C(NCC1CC1)c1ccc(-n2ccnc2)c2ccoc12	0	-0.5	1	97	-2	4	-0.1	7	-7	3
O=C(NCc1ccccc1CN1CCCCC1)c1ccc(Cl)cc1N1CCCC1=O	0	-0.6	.	102	9	12	0.0	2	-2	-8
CCCCCC(=O)Nc1ccc(N2CCN(C(=O)CCC)CC2)cc1	-2	-1.6	-4	99	0	-12	0.7	2	-1	-8

(continued)
SMILES	N-glyco inh	hiPSC survival	Vif imaging	ABCB6 inh 2	Exocytosis inh	Cardio protect	aDG glyco up	m5-HT2A agonist	CaV13 FRET inh	PDI inh
COc1ccc(NC(=O)Cn2nc(C(=O)O)c3ccccc3c2=O)cc1Cl	0	-0.6	14	88	6	8	0.1	-2	-4	1
COc1ccc(CN2C(=O)c3ccccc3C2=O)cc1C(=O)OCC(=O)NC1CCCCC1	-2	-0.6	-12	90	-1	1	-0.4	6	-4	3
CCCN(CC(=O)Nc1ccccc1C)C(=O)CSc1ccccc1C	-1	-0.5	31	93	-1	5	0.4	2	-7	2
Cc1ccc(C(=O)Nc2ccc3nccnc3c2)cc1	-16	-2.4	2	98	-7	-30	0.2	-3	.	-1
CCOc1cccc2c1OC1(CCCCC1)N1N=C(c3cccnc3)CC21 (configuration not stated)	-1	-0.6	0	96	-1	11	-0.2	1	-2	1
COc1ccc(N2C(=O)C3[C@@H](C2=O)C2(Cl)C(Cl)=C(Cl)C3(Cl)C2(OC)OC)cc1 (some centres not stated)	3	-2.1	-1	92	-2	2	-0.1	0	-5	-1
Cc1nonc1NC(=O)CSc1nc2ccc(Cl)cc2[nH]1	2	0.3	13	102	4	-14	0.0	-6	-3	0
O=C(NCC1CCCO1)c1ccccc1-c1nc(-c2ccccc2F)no1 (configuration not stated)	0	0.1	1	102	-1	2	-0.1	6	-3	-2
COc1ccc(O)c(C=Nc2cc(NC(C)=O)c(Cl)cc2Cl)c1	0	2.8	-5	93	-2	19	-0.2	3	-2	14
O=c1cc(Nc2ccc3c(c2)OCCO3)[nH]c(=O)n1Cc1ccc(F)cc1	-2	-0.3	19	102	-2	4	-0.1	2	-8	6
Cc1nc2c3ccccc3nc(NNC(=O)CCC(=O)N3CCC(C)CC3)n2n1	2	-0.1	-7	96	-18	8	0.4	3	-6	-2
Cc1cccc(NC(=O)CSCC(=O)NCc2cccc(C(F)(F)F)c2)c1	3	-0.2	-5	95	3	-4	0.4	-10	.	-11
CCOC(=O)C1(CCOC)CCN(CC(C)Cc2ccc3c(c2)OCO3)CC1 (configuration not stated)	1	-0.4	-13	97	38	-4	-0.1	-8	-19	-5
O=C(COC(=O)c1ccc(S(=O)(=O)N2CCCCCC2)cc1)NCc1ccc(F)cc1	1	-0.6	0	88	-2	0	-0.2	10	-5	9
CN(C(=S)Nc1cccnc1)c1ccc(O)cc1	6	-0.9	2	91	0	4	0.0	0	-13	3
Cc1cccc(NC(=O)CCN2CCN(C/C=C/c3ccccc3)CC2)c1	0	-0.9	-14	90	-1	1	0.5	-8	-1	-2
Cc1cc2ccccc2n1CCNC(=O)COc1ccccc1	-4	2.1	5	107	-4	19	-0.4	-3	-11	.
O=C(Nc1c(Cl)cccc1Cl)c1cc(-c2ccco2)on1	5	1.4	-2	100	-4	-2	0.0	-1	-7	7
Cc1cccc(OCc2n[nH]c(=S)n2C2CCCCC2)c1	6	-0.5	-3	98	-1	-5	0.1	-1	-8	-4
CCCCn1c(N)c(N(CC)C(=O)C2CCN(C(=O)c3ccccc3C)CC2)c(=O)[nH]c1=O	1	2.8	2	102	2	7	-0.2	-6	-5	-2
Cn1c(NCc2ccco2)nc2c1c(=O)n(Cc1ccc(Cl)cc1Cl)c(=O)n2C	-5	-1.9	-4	101	3	12	0.3	3	-5	-3
CCCCOc1ncnc2c1[nH]c1ccc(OCC)cc12	1	-3.2	-6	97	0	1	0.1	0	.	-1
O=C(OCc1cc2ccccc2[nH]c1=O)c1ccco1	4	4.8	.	90	-1	3	-0.1	2	-8	-4
Cc1nc(N2CCN(S(=O)(=O)c3ccc(F)cc3)CC2)c2c(C)c(C)sc2n1	0	0.5	-8	94	-2	3	-0.1	6	-9	-5
CCOc1ccc2ccccc2c1/C=N/NC(=O)c1cc(C)[nH]n1	3	-0.5	4	98	-3	1	-0.1	9	-4	-2
O=C(NCC1CCCO1)c1ccc(Cl)c(S(=O)(=O)Nc2ccccc2)c1 (configuration not stated)	1	0.2	-7	102	-2	2	-0.4	-7	.	-11
O=C(N/N=C/c1ccc(Cl)cc1)c1n[nH]c2c1CCCC2	10	-0.4	27	97	31	-6	-0.1	7	-5	-8
CC(C)CNC(=O)C(=O)NCCCN1CCOCC1	2	-0.7	-2	100	0	5	-0.4	-3	-3	-2
CCN(CCn1cccn1)C(=O)c1cc(COc2cc(C)ccc2C)on1	-4	-0.5	5	98	-1	1	-0.1	2	-2	-8
Cc1ccnc(N(C(=O)Nc2ccccc2)C2=NCC(C)(C)S2)c1	-4	-0.1	7	98	-5	8	-0.1	1	-21	3
OC[C@@H]1CN(CCN2CCOCC2)C[C@H](n2cnc3c(Nc4ccccc4)ncnc32)O1	1	-3.0	16	84	-7	5	-0.2	5	-10	-1
Cc1cc2occ(CC(=O)N(C)CC(=O)Nc3ccc(F)cc3)c2cc1C	3	0.0	-7	99	0	-6	0.2	3	-4	-10
CCC(C)NC(=O)c1cnn2c1NC(c1cccs1)CC2C(F)(F)F (configuration not stated)	0	2.3	3	103	3	-3	0.1	-3	.	2
NC(=S)NN=C1c2ccccc2-c2c(F)c(F)c(F)c(F)c21	15	-2.0	5	102	2	-16	0.3	0	-9	-6
CCOC(=O)c1c(NC(=S)NC(=O)c2ccc(Cn3cc(Cl)cn3)o2)sc2c1CCC(C)C2 (configuration not stated)	1	4.0	.	99	3	-9	-0.2	-3	-5	-6
CCOC(=O)N/N=C/c1c(C)c(C(=O)c2ccc(F)cc2)n2ccccc12	2	-0.7	7	99	-4	-2	-0.1	-2	-8	5
